Yeast lifespan up = yeast lifespan extension; S. cerevisiae growth with nicotinamide, OD615; deaD strain in restrictive glucose medium; inhibition of the nicotinamide effect, % at 10 µM; 130,000 compounds, 0.68% hits; AID 775;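 active = inhibition above a set limit, placed 3 SD over the median of all compounds, cut at about 26% in these data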;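 note: 0% = nicotinamide-treated wells and 100% = cells grown without nicotinamide; some compounds called inactive have numbers as strong as hits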
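assay system = DeaD-strain S. cerevisiae | measured by = absorbance at 615 nm | probe or stimulus = nicotinamide 1.5 mM | buffer or medium = CSMM-D glucose medium, restrictive | times = 48 h at 30 °C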
Phagocyt inh = blocks phagocytosis by macrophages. J774A.1 macrophage IgG-bead phagocytosis, imaging. inhibition, % at 5 µM. 110,000 compounds, 0.07% hits. AID 1029;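 active = inhibition above the mean of the plate negative controls plus 5 SD, cut at about 13% in these data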;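 note: phagocytic index as fraction of beads internalized from green versus red external bead signal; plate controls were DMSO negative control for no effect and cytochalasin-D positive control for full effect; some results beyond the cut were filed as inactive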
NPY-Y2 antag = antagonists of human neuropeptide Y receptor Y2 | P49146 | NPY-Y2 expressing cells, antagonist mode | inhibition, % at 2.7 µM | 140,000 compounds, 0.99% hits | AID 793; in the data active = inhibition above about 17%;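 note: 0% = vehicle with agonist challenge and 100% = reference antagonist with challenge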
Target sequence (P49146 whole entry, looked up): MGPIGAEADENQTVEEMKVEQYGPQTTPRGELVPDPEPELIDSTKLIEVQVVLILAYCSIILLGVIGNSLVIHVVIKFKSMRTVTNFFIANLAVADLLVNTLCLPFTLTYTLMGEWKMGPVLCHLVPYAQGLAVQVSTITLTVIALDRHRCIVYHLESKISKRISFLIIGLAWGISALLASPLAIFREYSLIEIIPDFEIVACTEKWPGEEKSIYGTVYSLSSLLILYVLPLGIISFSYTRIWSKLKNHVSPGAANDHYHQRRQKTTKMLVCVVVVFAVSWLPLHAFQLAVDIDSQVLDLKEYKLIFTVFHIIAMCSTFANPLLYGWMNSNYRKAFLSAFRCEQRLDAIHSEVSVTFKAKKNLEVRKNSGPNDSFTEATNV
Yeast growth inh = reduces growth of yeast BB579 in restrictive medium; S. cerevisiae BB579 growth, OD615, 48 h; inhibition, % at 10 µM; 140,000 compounds, 0.51% hits; AID 804;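 active = inhibition above a set limit, 3 SD over the mean compound inhibition, cut at about 44% in these data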; note: inactives centre near -24
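Test system: DeaD yeast strain BB579 / Buffer or medium: restrictive glucose-based CSMM-D medium / Doses: single 10 µM dose / Schedule: 4 h cell preincubation, 48 h compound exposure, 30 °C humidified / Technique: culture absorbance at 615 nm / Controls: amphotericin B positive control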
HCT116 PTEN-null = PTEN-deleted cell growth suppression; AID 827; 140,000 compounds, 1.2% hits; HCT116 PTEN-null viability, CellTiter-Glo, 60 h; stronger effect = lower value; viability, % at 10 µM;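 active = viability at or below a set limit, 4 SD under the median of all tested compounds, cut at about 3.7% in these data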;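 note: PTEN knockout HCT116 line with beta catenin targeted HCT116 as companion control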
E-sel TNF inh = blocks E-selectin expression induced by TNF alpha; HUVEC TNFa-induced E-selectin immunofluorescence, high content; inhibition, % at 2 µM; AID 1246; 120,000 compounds, 0.71% hits;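 active = inhibition above the batch mean plus 3 SD, and confirmed as a hit on visual image review, cut at about 43% in these data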;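 note: 0% = TNF-stimulated DMSO wells and 100% = unstimulated control wells; not every result past the cut was called active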
GALR2 blocker = antagonists of human galanin receptor 2 (GALR2); O43603; GALR2-expressing cells, antagonist mode; inhibition, % at 4 µM; 140,000 compounds, 0.39% hits; in the data active = inhibition above about 27%;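 note: cells stimulated with galanin 1-16 at roughly its EC80; 0% = agonist challenge control and 100% = basal control without agonist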
Target sequence (O43603 whole entry, looked up): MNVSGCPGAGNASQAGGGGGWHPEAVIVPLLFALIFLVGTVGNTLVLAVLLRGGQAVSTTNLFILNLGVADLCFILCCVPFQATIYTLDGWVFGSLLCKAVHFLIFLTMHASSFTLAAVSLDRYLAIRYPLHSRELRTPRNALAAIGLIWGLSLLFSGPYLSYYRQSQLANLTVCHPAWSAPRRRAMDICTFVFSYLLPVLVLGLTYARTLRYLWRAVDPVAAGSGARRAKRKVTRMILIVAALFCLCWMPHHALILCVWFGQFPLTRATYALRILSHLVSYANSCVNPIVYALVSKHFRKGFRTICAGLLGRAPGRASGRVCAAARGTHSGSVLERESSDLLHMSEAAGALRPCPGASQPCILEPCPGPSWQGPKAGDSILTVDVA
MRP-1 activ = activates MRP-1 | H69AR cells + doxorubicin, viability rescue, CellTiter-Glo | viability increase, % at 10 µM | 140,000 compounds, 0.61% hits;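 active = viability gain under doxorubicin at or above a set limit, the compound median plus 3 SD, cut at about 4.7% in these data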;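 note: MRP-1 overexpressing cells given doxorubicin 25 µM after compound pretreatment; 18-22 h compound pretreatment then 72 h with doxorubicin before readout; 0% = doxorubicin-only wells and 100% = vehicle-treated cells without doxorubicin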
bCat KO growth = beta-catenin-lacking colon tumor cell growth suppression. HCT116 beta-catenin knockout viability, CellTiter-Glo, 60 h; stronger effect = lower value. viability, % at 10 µM. 140,000 compounds, 1.5% hits;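 active = viability at or under a set limit, the compound median less 4 SD, cut at about 6% in these data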;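 note: 0% = Hyamine 1622 control at 20 µM and 100% = untreated cell control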
Measles CPE = protection of cells from measles virus. Measles virus-infected cells, CPE protection, absorbance. protection (pct of control), % at 4 µM. 140,000 compounds, 1.5% hits; in the data active = protection mostly above about 24%, no sharp cut-off; inactive = mostly below about 26%; note: some compounds called inactive have numbers as strong as hits
* marks the source's active call; other numbers are inactive results; / = not tested or not shown; & = joins results of further samples. Outcome played no part in choosing rows; overall some 6.1% were active at least once.

SMILES | Yeast lifespan up | Phagocyt inh | NPY-Y2 antag | Yeast growth inh | HCT116 PTEN-null | E-sel TNF inh | GALR2 blocker | MRP-1 activ | bCat KO growth | Measles CPE
COC(=O)[C@H](CCSC)NC(=O)Nc1ccc(C(C)=O)cc1 | -4 | / | -1 | -16 | 93 | -10 | 7 | -1.6 | 96 | 6
Cc1cccc(N2CCN(C(=O)c3ccc(N4CCCC4=O)cc3)CC2)c1C | -10 | 0 | 3 | -27 | 84 | -69 | 8 | -0.1 | 69 | 2
Oc1ccc2cccnc2c1 | -16 | / | 0 | -30 | 94 | -26 | 14 | -0.4 | 103 | 12
O=C(Nc1nnc(SCc2ccccc2F)s1)c1ccco1 | -6 | -7 | 3 | -21 | 103 | 9 | 3 | -0.1 | 95 | 33
CC(C)(C)c1ccc(/C=N/OCC(=O)NCc2ccccc2)cc1 | -3 | -1 | 3 | -41 | 29 | 3 | -9 | -2.7 | 35 | 2
CCc1cc2c3c(c1)/C(=C1/SC(N)=NC1=O)C(=O)N3C(C)(C)C=C2C | 27 | 0 | 2 | -27 | 90 | -46 | -11 | -0.7 | 91 | 8
COc1cccc(NC(=S)NNC(=O)Cn2nc(C(F)(F)F)cc2C)c1 | 10 | 3 | 4 | -28 | 109 | / | 22 | 0.1 | 96 | 6
Cc1cccc(-n2ncc(C#N)c2-n2cccc2)c1 | -7 | -5 | 0 | -41 | 86 | -8 | -12 | -0.2 | 89 | 13
Cc1cccc(NC(=O)COC(=O)Cc2cccc(C(F)(F)F)c2)c1C | -1 | -2 | 1 | -21 | 95 | / | 5 | 0.9 | 95 | 7
O=C(NCc1ccco1)c1cccnc1Cl | 1 | -1 | 1 | -16 | 101 | / | 2 | -1.2 | 106 | 3
Oc1c(Br)cc(Br)cc1C=Nc1ccc2c(c1)OCO2 | 9 | / | 4 | 97* | 96 | 2 | 5 | -3.6 | 101 | 6
COc1ccc2[nH]c(=O)c(CN(C(=O)c3cccnc3)c3ccccc3)cc2c1 | -10 | 0 | 0 | -4 | 106&85 | -8 | -2 | -0.7 | 97 | 7
COc1ccc(C(=O)Nc2ccc(S(=O)(=O)Nc3nccnc3OC)cc2)cc1 | -8 | 1 | -1 | -44 | 92 | -4 | 15 | 6.2* | 93 | 4
CC1CCN(C(=O)CNS(=O)(=O)c2ccc(Br)s2)CC1 | -3 | 0 | 1 | -53 | 96 | 9 | -3 | 1.5 | 97 | 16
O=C(N/N=C/c1ccc[nH]1)c1cccc(Br)c1 | 4 | -1 | 3 | -37 | 100 | / | 7 | -2.1 | 94 | 23
Cc1cc(C(F)F)n2nc(C(=O)Nc3c(F)cc(F)cc3Br)nc2n1 | -9 | 3 | -1 | 1 | 99 | 19 | 12 | -0.3 | 104 | 5
O=C(CSc1nnc2n(C3CCCCC3)c(=O)c3ccccc3n12)OC1CCCCC1 | -5 | -1 | 1 | -4 | 99 | -38 | 12 | -0.9 | 93 | 5
O=C(O/N=C\c1ccc(N2CCCCC2)c([N+](=O)[O-])c1)c1cccc(Cl)c1 | -5 | / | 1 | -48 | 84 | -2 | -8 | -1.1 | 90 | 13
Nn1c(SCc2csc(-c3ccccc3)n2)nnc1-c1cccs1 | -3 | -1 | 3 | -62 | 106 | -37 | 18 | -1.4 | 97 | 12
Cc1cc(C)n(C(=O)CCC(=O)NCc2ccccc2)n1 | -7 | 0 | 0 | 34 | 100 | 18 | -3 | 0.6 | 99 | 21
Cc1ccc(/C=C/C(=O)Nc2cccc3cccnc23)o1 | -7 | -8 | -1 | -59 | 94 | 3 | 14 | -3.4 | 88 | 6
Cc1cccc(Oc2ncc(-c3ccc(Cl)cc3)cn2)c1 | 6 | / | 0 | -102 | 118 | 3 | 0 | 1.5 | 105 | 7
Cc1oc(CC(C)C)c(CN2CCCC2)c1C(=O)O | -3 | -2 | -1 | -25 | 82 | 1 | 2 | -0.1 | 78 | 7
C=CCNc1oc(-c2cccc3ccccc23)nc1C#N | -27 | 0 | 1 | -23 | 93 | 7 | 2 | 0.9 | 109 | 2
OC(CNCCCN1CCCCC1)COc1ccccc1 (centres undefined) | 0 | -2 | 5 | -30 | 97 | / | 4 | -1.6 | 91 | 3
CC1=NN(c2cccc(C(=O)O)c2)C(=O)/C1=C\C=C\c1ccco1 | / | / | -2 | -31 | 54 | -2 | 6 | -3.9 | 53 | 20
O=C(Nc1cccc(F)c1)c1ccccc1-c1ccccc1 | -5 | -12 | 4 | -4 | 82 | -7 | -1 | 0.3 | 83 | 22
COc1ccc(C2C3=C(CC(C)(C)CC3=O)Nc3n[nH]c(C)c32)cc1 (centres undefined) | -12 | -1 | 1 | -8 | 79 | -58 | -5 | -3.3 | 88 | 1
CCCN1Cc2cccc(C(=O)NC3CCCC3)c2C1=O | -13 | -2 | 0 | -6 | 95 | -15 | 0 | -1.1 | 98 | 11
COc1ccc2c(c1)c(CC(=O)Nc1ccc(C(C)=O)cc1)c(C)n2C(=O)c1ccc(Cl)cc1 | 4 | -8 | 0 | -10 | 58 | / | -2 | 3.9 | 61 | 14
CCOC(=O)Cn1c(N2CCCCCC2)nc2c1c(=O)[nH]c(=O)n2C | -7 | 1 | 2 | -59 | 95 | -36 | -1 | -1.7 | 99 | 1
O=C(CN1C(=O)CCS(=O)(=O)c2ccccc21)NCc1ccc2c(c1)OCO2 | -25 | 0 | 1 | -23 | 92 | / | 2 | -2.4 | 93 | 6
CC(=O)Nc1ccc(OCC(O)Cn2nc(C)c(C(C)=O)c2C)cc1 (centres undefined) | -3 | -1 | 2 | -62 | 106 | 1 | 4 | -0.1 | 101 | 7
C/C(=N\O)C(=O)NCC1CCNCC1 | -3 | 1 | 1 | 36 | 107 | / | 0 | -2.1 | 91 | 16
Cc1ccc(CN(C(=O)Cn2nnc3ccccc32)C(C(=O)NCc2ccco2)c2ccc(C)o2)cc1 (centres undefined) | / | / | 2 | -28 | 88 | -10 | 7 | -0.5 | 61 | 11
CNC(=O)c1[nH]cnc1C(=O)Nc1ccccc1C | / | / | 2 | -14 | 85 | -25 | 12 | -0.7 | 90 | 23
CCOC(=O)c1[nH]c2ccccc2c1NC(=O)CN(C)C | -4 | 0 | 1 | 0 | 100 | 1 | 2 | -2.1 | 94 | 6
CCCS(=O)(=O)N1CCCC(C(=O)NC2CCCCC2)C1 (centres undefined) | -18 | 2 | 1 | -35 | 93 | 2 | 3 | -1.6 | 78 | 4
Cc1ccc(CONC(=O)/N=C/N(C)C)cc1 | -3 | / | 5 | -49 | 103 | 54 | -5 | 0.2 | 98 | 2
COc1ccccc1C(=O)NN=C1CCN(Cc2ccccc2)CC1 | -2 | -3 | -1 | -8 | 103 | / | 5 | -2.0 | 102 | 5
Cc1ccc(-c2[nH]nc(N)c2N=Nc2ccccc2C)cc1 | -38 | 3 | -3 | 52* | 5 | -26 | 5 | -5.6 | 3.1* | 5
O=C(CN1C(=O)c2ccccc2C1=O)Nc1ccc2c(c1)OCO2 | -13 | -3 | 3 | -26 | 99 | 22 | -19 | -2.8 | 108 | 4
Cc1noc(C)c1C(=O)OC(C)C(=O)Nc1ccc(S(=O)(=O)NC(C)C)cc1 (centres undefined) | -1 | -6 | 1 | -35 | 97 | / | -13 | -0.7 | 103 | 4
N#Cc1ccccc1Cn1c(=O)n(CCC(=O)NCc2ccco2)c(=O)c2ccccc21 | 3 | -5 | 4 | -54 | 95 | 8 | -8 | -1.6 | 91 | 9
O=C(CNC(=O)c1ccc(N2C(=O)c3ccccc3C2=O)cc1)OCC(=O)c1ccccc1 | 3 | 2 | 1 | -24 | 104 | 2 | 2 | -1.2 | 98 | 5
O=C(Cn1ccc2ccccc2c1=O)NCCC(=O)NC1CCN(Cc2ccccc2)CC1 | -4 | 1 | 2 | -91 | 102 | -15 | -4 | -0.5 | 94 | 16
C/C(=N\NC(N)=O)c1ccc(Cl)cc1 | 0 | / | 1 | 4 | 95 | 11 | 1 | -1.1 | 114 | 24
Cn1c(-c2ccc(-c3ccccc3)cc2)c[nH]c1=S | -11 | -3 | 1 | -7 | 87 | -2 | -6 | -4.1 | 103 | 14
O=C(/C=C\c1ccc2c(c1)OCO2)NC1(C(=O)Nc2ccc3c(c2)OCCO3)CCCCC1 | -3 | -2 | 7 | 9 | 91 | 8 | 2 | -2.3 | 102 | 9
Cc1cccc(OCCC(=O)Nc2ccc(C)c(S(=O)(=O)N3CCCCC3)c2)c1 | 5 | -3 | 5 | -38 | 21 | / | -9 | 3.1 | 19 | 19
Further records follow:
SMILES | Yeast lifespan up | Phagocyt inh | NPY-Y2 antag | Yeast growth inh | HCT116 PTEN-null | E-sel TNF inh | GALR2 blocker | MRP-1 activ | bCat KO growth | Measles CPE
CCN(CC)C(=O)C(=O)c1cccn1-c1cccc(Cl)c1C#N | -7 | -1 | 2 | 16 | 101 | 15 | 0 | -1.0 | 105 | 20
CCC1CCCN1Cn1cnc2c([nH]c3ccc(OC)cc32)c1=O (centres undefined) | -19 | 0 | 1 | -10 | 98 | 12 | 5 | -2.8 | 95 | 21
Cc1ccc(CN2C(=O)N/C(=C\c3ccc(N4CCOCC4)cc3)C2=O)cc1 | 0 | -14 | 1 | -42 | 87 | / | 12 | -1.2 | 88 | 3
O=C(O)C1CCCN1C(=O)Nc1ccccc1 (centres undefined) | -12 | 1 | 3 | -15 | 95 | -9 | -4 | -1.8 | 89 | 4
COc1ccc(CNC(=O)C(c2ccncc2)N(C(=O)Cc2cccs2)c2ccccc2)cc1 (centres undefined) | -1 | -4 | 2 | -1 | 101 | / | 1 | -2.1 | 83 | 23
Cc1cc(=O)oc2cc(OCC(=O)Nc3cccc(S(=O)(=O)N(C)C)c3)ccc12 | 8 | -5 | 4 | -4 | 100 | -23 | 16 | -2.4 | 96 | 18
N#Cc1c(Nc2ccc(F)cc2)sc(C(=O)c2ccccc2)c1N | -1 | / | 1 | -13 | 80 | / | 6 | -0.5 | 89 | 15
CC1CCc2nc(NC(=O)CN3CCOCC3)sc2C1 (centres undefined) | -4 | -1 | 0 | -52 | 88 | -26 | 13 | 0.3 | 84 | 5
Cc1c(NC(=O)c2cc(-c3ccco3)on2)c(=O)n(-c2ccccc2)n1C | -5 | / | 2 | -22 | 89 | -26 | -12 | -1.3 | 92 | 13
Cc1ccc2nc(N(CCN(C)C)C(=O)/C=C/c3cccs3)sc2c1 | -2 | 0 | 5 | -35 | 80 | / | -2 | -3.7 | 78 | 4

Full records as entered above. Order of screens: Yeast lifespan up, Phagocyt inh, NPY-Y2 antag, Yeast growth inh, HCT116 PTEN-null, E-sel TNF inh, GALR2 blocker, MRP-1 activ, bCat KO growth, Measles CPE
N#Cc1c(Nc2ccc(F)cc2)sc(C(=O)c2ccccc2)c1N is entered as -1, /, 1, -13, 80, /, 6, -0.5, 89, 15
Cc1cc(=O)oc2cc(OCC(=O)Nc3cccc(S(=O)(=O)N(C)C)c3)ccc12 is entered as 8, -5, 4, -4, 100, -23, 16, -2.4, 96, 18

Bioassay records deposited in PubChem by several laboratories.
